Screening results from PubChem BioAssay.
RECQ1 helicase: qHTS Assay for Inhibitors of RecQ-Like Dna Helicase 1 (RECQ1); RECQ1 DNA unwinding, red fluorescence kinetic read; 0.54% of 240,000 active; ATP-dependent DNA helicase Q1 (Homo sapiens), P46063; Potency, µM (top dose mostly 57.3 µM), without a hit: top-dose activity, negative = inhibition, hits mostly inhibitors;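 note: plate controls were vehicle for no effect and no enzyme for full effect; nearly all actives have a fitted effect of over 30% in size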
Target sequence (P46063 whole entry, looked up): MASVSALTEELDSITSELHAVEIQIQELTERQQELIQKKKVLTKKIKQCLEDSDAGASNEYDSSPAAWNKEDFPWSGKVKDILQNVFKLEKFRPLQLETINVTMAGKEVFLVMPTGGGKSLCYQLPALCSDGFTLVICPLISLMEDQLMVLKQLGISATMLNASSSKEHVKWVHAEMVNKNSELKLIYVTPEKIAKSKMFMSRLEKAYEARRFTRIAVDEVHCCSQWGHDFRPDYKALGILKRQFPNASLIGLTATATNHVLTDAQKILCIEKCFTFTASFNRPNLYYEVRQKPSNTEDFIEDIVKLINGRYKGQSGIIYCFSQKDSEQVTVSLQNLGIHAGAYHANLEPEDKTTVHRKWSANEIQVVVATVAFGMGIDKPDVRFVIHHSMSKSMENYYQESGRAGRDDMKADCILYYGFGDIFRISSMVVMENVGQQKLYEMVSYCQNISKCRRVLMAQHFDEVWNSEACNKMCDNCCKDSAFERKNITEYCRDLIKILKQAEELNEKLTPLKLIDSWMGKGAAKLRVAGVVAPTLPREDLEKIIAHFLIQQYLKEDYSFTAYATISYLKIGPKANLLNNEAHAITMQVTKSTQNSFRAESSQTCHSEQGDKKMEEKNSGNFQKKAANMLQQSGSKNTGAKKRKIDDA
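RECQ1T1 50 nM; forked duplex (20 bp + 30-nt ss tails) 200 nM, ATP 2 mM final; pH 8.0, 2 mM MgCl2, 2.5 ug/ml poly(dI-dC); 15 min compound preincubation; discontinuous kinetic read over 2 h at RT.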
RGS12 GoLoco inh: qHTS Assay for Inhibitors of RGS12 GoLoco Motif Activity (Red Fluorophore) | Potency, µM (titrated, usually from 61.6 µM), without a hit: top-dose activity, negative = inhibition, usual class: inhibitors | Gai1:RGS12 GoLoco peptide FP, rhodamine, 10 min | 0.44% of 230,000 active | Guanine nucleotide-binding protein G(i) subunit alpha-1 (Homo sapiens), P63096; active = well fitted inhibition curve with a large enough effect, not every such curve was filed as active; inactive = no such curve, though single readings can be large or run the other way; note: % is set by controls: 0 for no effect and ±100 for the full control effect; nearly all actives have a fitted effect of over 30% in size; many of its hits are not listed in these tables
Target sequence (P63096 whole entry, looked up): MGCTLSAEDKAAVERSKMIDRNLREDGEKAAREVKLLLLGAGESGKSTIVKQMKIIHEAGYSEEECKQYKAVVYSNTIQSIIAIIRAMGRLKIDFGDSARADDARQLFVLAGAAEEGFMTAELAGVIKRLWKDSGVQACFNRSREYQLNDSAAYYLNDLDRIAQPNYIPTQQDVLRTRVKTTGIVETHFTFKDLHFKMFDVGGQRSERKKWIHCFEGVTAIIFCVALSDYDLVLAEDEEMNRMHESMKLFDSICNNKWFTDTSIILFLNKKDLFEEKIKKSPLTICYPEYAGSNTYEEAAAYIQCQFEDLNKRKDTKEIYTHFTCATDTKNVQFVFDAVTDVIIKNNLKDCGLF
JMJD2E inh: qHTS Assay for Inhibitors of Human Jumonji Domain Containing 2E (JMJD2E); Lysine-specific demethylase 4E (Homo sapiens), B2RXH2; JMJD2E catalytic domain, FDH-coupled NADH fluorescence (FDH is formaldehyde dehydrogenase); Potency, µM (doses to about 57.1 µM), for inactives: top-dose activity change, negative = inhibition, hits mostly inhibitors; 1.6% of 230,000 active; active = well fitted inhibition curve with a large enough effect, not every such curve was filed as active; inconclusive = small, poorly fitted or top-dose-only effect, or another doubt; inactive = no such curve, though single readings can be large or run the other way;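 note: 0% = wells with enzyme and -100% = buffer wells without enzyme; nearly all actives have a fitted effect of over 50% in size; many of its hits are not listed in these tables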
Epigenetic reg: Quantitative High-Throughput Screen for Regulators of Epigenetic Control; murine LDR cells, GFP reporter derepression, 30 h; Potency, µM (titrated, usually from 53.9 µM), inactives show at the highest dose GFP activation, most hits filed as activators; 0.2% of 280,000 active; AID 1865, 2009; note: % of control where 0% means no effect; nearly all actives have a fitted effect of over 60% in size
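Derepression of a silenced CMV-GFP reporter in murine LDR cells is scored by enumerating GFP-positive cells with a laser-scanning microplate cytometer after 30 hours of treatment at 37 C.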
SMN2 splice up: qHTS Assay for Enhancers of SMN2 Splice Variant Expression. 2.8% of 210,000 active. HEK293 SMN2-luciferase splicing reporter, luminescence, 30-36 h. Potency, µM (series often up to 46.1 µM), without a hit: at the highest dose activity change, positive = activation, actives largely listed as activators; note: % of control where 0% means no effect; nearly all actives have a fitted effect of over 55% in size
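qHTS luciferase splicing reporter: luminescence rises when SMN2 exon 7 is included in transfected HEK293 cells. Compound exposure lasted 30-36 h at 37C, with 4.5 mM final sodium butyrate as control, followed by a ONE-Glo read.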
NPSR antagonist: qHTS Assay for Antagonists of the Neuropeptide S Receptor: cAMP Signal Transduction; Q6W5P4; CHO-NPSR cells, cAMP TR-FRET, antagonist mode; Potency, µM (doses to about 38.3 µM), without a hit: at the highest dose activity change, negative = inhibition, actives largely listed as inhibitors; 1% of 220,000 active; AID 1461, 2008; note: % is set by controls: 0 for no effect and ±100 for the full control effect; nearly all actives have a fitted effect of over 50% in size; many of its hits are not listed in these tables
Luc counter: Counterscreen for Luciferase (Kinase-Glo TM) Inhibition. Luciferin 4-monooxygenase (Photuris pensylvanica), Q27757. Kinase-Glo luciferase, ATP luminescence, 8 min. Potency, µM (highest dose often 38.3 µM), for inactives: at the highest dose activity change, negative = inhibition, actives largely listed as inhibitors. 0.28% of 200,000 active; note: % is set by controls: 0 for no effect and ±100 for the full control effect; nearly all actives have a fitted effect of over 60% in size
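Compound is pinned into ATP-containing buffer (10 uM ATP, imidazole pH 7.2, 7 mM MgCl2). Kinase-Glo luciferase reagent is then added. Light output is recorded following an 8-min room-temperature incubation.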
IMPase Li inh: qHTS Assay for Identifying the Cell-Membrane Permeable IMPase Inhibitors: Potentiation with Lithium. CHO-M1 cells, IP1 TR-FRET (IP-One), carbachol + lithium. 0.35% of 210,000 active. Potency, µM (highest dose often 59.4 µM), for inactives: top-dose activity, negative = IMPase inhibition, actives largely listed as inhibitors. AID 1457, 2008;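 note: IP1 builds up when IMPase is blocked and the TR-FRET signal falls; plate controls were basal vehicle for no effect and high inhibitor control for full effect; nearly all actives have a fitted effect of over 50% in size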
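IP1 accumulation measured by competitive TR-FRET in lysed CHO-M1 cells after 30 min compound exposure at 37C, with a small lithium addition to potentiate weak responses. Hill-equation AC50 from ratio and donor-channel data.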
Starred values were filed as active, the others as inactive; i = inactive; ? = inconclusive; . = no result given; & = joins results of further samples; [ ] = remark or other dose. Unless noted, calls come from the whole dose curve; as a rule, active = well fitted curve in the direction sought with a large enough effect; inconclusive = small, poorly fitted or top-dose-only effect, or another doubt; inactive = no such curve, though single readings can be large; an effect the other way counts as inactive or inconclusive. Potency is the fitted concentration of half-maximal effect.

SMILES	RECQ1 helicase	RGS12 GoLoco inh	JMJD2E inh	Epigenetic reg	SMN2 splice up	NPSR antagonist	Luc counter	IMPase Li inh
CCOC(=O)c1c(NC(=O)CN2CCN(C(=O)c3ccco3)CC2)sc(C(N)=O)c1C	i	3%	?	-0.9%	-3%	-10%	0%	1%
O=C(c1ccc(Cl)c([N+](=O)[O-])c1)N1CCN(Cc2ccc3c(c2)OCO3)CC1	-2%	-8%	-3%	1.1%	-17%	-12%	0%	11%
c1ccc(CCc2nn3c(Cn4cnc5ccccc54)nnc3s2)cc1	0%	-3%	-4%	-12%	-59%[inhibitor]	-20%[46.1 µM]	6%	14%
c1cnc(Oc2ccc3oc4ccccc4c3c2)nc1	-1%	0%	-3%	0.0%	29%	4%[46.1 µM]	6%	-9%
CCOC(=O)CN1C(=O)C(Sc2n[nH]c(-c3ccc(C)cc3)n2)CCc2ccccc21 (stereo not given)	-10%	-4%	-8%	2.0%	-26%	-27%[46.1 µM]	0%	19%[38.3 µM]
O=C(NC(=S)Nc1ccccc1[N+](=O)[O-])c1ccccc1Cl	-7%	1%	-10%	0.1%	.	-13%	.	.
CCOC(=O)CS(=O)(=O)c1ccc2ccccc2c1	0%	-1%	-1%	0.0%	12%	-15%[46.1 µM]	0%	25%[38.3 µM]
Cc1ccc(CNC(=O)C(=O)NCC2OCCN2C(=O)c2cccs2)cc1 (stereo not given)	-3%	-5%	4%	-1.1%	-4%	19%	5%	-12%
CCc1cccc2c(C(=O)COC(=O)c3ccc([N+](=O)[O-])s3)c[nH]c12	i	4%	-18%	0.0%	-11%	-11%	1%	5%
O=C(NC(Cc1c[nH]c2ccccc12)c1nnc2n1CCCCC2)c1cccs1 (stereo not given)	-1%	-5%	11%	0.0%	3%	-5%[46.1 µM]	1%	0%[38.3 µM]
CC1CCCC(NC(=O)COC(=O)c2ccc(N(C)C)cc2)C1C (stereo not given)	-8%	-4%	3%	0.0%	-6%	-20%[46.1 µM]	-4%	35%[activator][38.3 µM]
COC(=O)C1=C(C)NC(=O)C1(NC(=O)c1cccnc1)C(F)(F)F (stereo not given)	i	3%	1%	0.0%	6%	-7%[46.1 µM]	1%	-7%
COc1cc(OC)c(-c2nnc(-c3ccc(OC)c(OC)c3OC)o2)cc1OC	-2%	12%	?	0.0%	?	-24%[46.1 µM]	0%	-7%
O=C(O)CC12CC3CC(C1)CC(n1ncc(NCc4ccc(F)cc4)c(Cl)c1=O)(C3)C2	-5%	-5%	-1%	-1.3%	.	-4%	.	.
O=C(Nc1ccc(NC(=O)C23CC4CC(CC(C4)C2)C3)cc1)c1cc(F)c(F)cc1Cl	-14%	8%	1%	1.0%	1%	4%	-3%	1%

Ordered by value in NPSR antagonist (falling): some entries from above
Compound	NPSR antagonist
Cc1ccc(CNC(=O)C(=O)NCC2OCCN2C(=O)c2cccs2)cc1 (stereo not given)	19%
O=C(Nc1ccc(NC(=O)C23CC4CC(CC(C4)C2)C3)cc1)c1cc(F)c(F)cc1Cl	4%
O=C(NC(=S)Nc1ccccc1[N+](=O)[O-])c1ccccc1Cl	-13%

(further entries)
SMILES	RECQ1 helicase	RGS12 GoLoco inh	JMJD2E inh	Epigenetic reg	SMN2 splice up	NPSR antagonist	Luc counter	IMPase Li inh
COc1cccc(-n2nnc3c(=O)n(Cc4c(F)cccc4Cl)cnc32)c1	-1%	3%	-4%	-1.0%	18%	-6%[46.1 µM]	0%	2%
CCCNC(=O)CSCc1nc(-c2ccc(SC)cc2)oc1C	-13%	4%	?	2.2%	-42%[inhibitor]	40%	-1%	5%
COC(=O)[C@@H]1C[C@@]2(O)[C@@H](O)[C@@H](O)[C@@H](O)C[C@H]2N1Cc1ccc(Cl)cc1	i	5%&-2%	-9%&-25%	-2.5%&2.2%	-3%	14%	-4%	3%
O=C(O)Cc1ccc(NC(=O)Nc2cccc(Cl)c2)cc1	i	-3%	-4%	-0.6%	.	-8%	2%	6%
COc1ccc(C2NC(=O)NC(C)=C2C(=O)OCc2ccc3c(c2)OCO3)cc1OC (stereo not given)	i	-6%	0%	1.2%	-15%	-16%[46.1 µM]	-1%	7%
CC(=O)Nc1ccc(S(=O)(=O)N2CCN(C(=O)c3cccnc3)CC2)cc1	-17%	-14%	5%	-2.1%	-4%	-1%[46.1 µM]	-3%	-15%[38.3 µM]
CCOC(=O)C1CCN(C(=O)COc2ccc(Cl)cc2)CC1	i	-1%	0%	0.9%	3%	-4%[46.1 µM]	0%	-6%[38.3 µM]
O=C(CN1C(=O)NC2(CCc3ccccc32)C1=O)c1ccc2c(c1)OCCO2 (stereo not given)	i	4%	-10%	-1.0%	17%	-9%[46.1 µM]	0%	-4%[38.3 µM]
O=C(Nc1ccc(-c2csc(Nc3ccc(Cl)cc3)n2)cc1)c1cc([N+](=O)[O-])cc(C(F)(F)F)c1	i	0%	5%	-0.4%	.	6%	.	.
Cc1ccc(NC(=O)NCCSc2ccc(C)cc2)cc1	9%	-4%	1%	-0.4%	-14%	2%	2%	13%
CCCNC(=O)CCC(NS(=O)(=O)c1ccc(C)cc1)C(=O)NCCC (stereo not given)	i	8%	9%	1.1%	17%	-3%[46.1 µM]	1%	7%[38.3 µM]
CCCCC(=O)Nc1nnc(SCC(=O)NC2CCCC2)s1	-2%	7%	6%	-2.3%	-9%	-1%[46.1 µM]	-3%	-3%[38.3 µM]
CCOc1cc(CN2CCN(Cc3ccc(C)o3)C(CCO)C2)ccc1OC (stereo not given)	-2%	-8%	-5%	4.7%	-12%	8%	2%	-7%
CCSC1=C(C#N)C(CC(C)C)C2=C(CCCC2=O)N1 (stereo not given)	15%	5%	?	2.8%	.	-12%	.	.
NC(=O)c1cn(-c2ccccc2)nc1-c1cc2ccccc2oc1=O	-2%	16%	?	0.1%	-6%	-8%[46.1 µM]	18%	19%[38.3 µM]
CCOc1ccc(CC(=O)NNC(=S)NC)cc1	-17%	19%	3%	-0.5%	.	11%	.	.
CCC(=O)Nc1ccc(Cl)c(NC(=S)NC(=O)COc2ccc(Cl)cc2)c1	6%	9%	0%	-1.0%	8%	-6%	1%	-1%
Cc1oc2ccc(OCC(N)=O)cc2c1C(=O)OC(C)C	-4%	5%	4%	0.0%	-27%	-2%[46.1 µM]	-3%	-1%
COc1ccc(NC(=O)Cn2cnc3c(cnn3-c3ccc(C)c(C)c3)c2=O)c(OC)c1	-2%	13%	-6%	-1.1%	-3%	-7%[46.1 µM]	-2%	?
C=CCN(c1ccccc1)S(=O)(=O)c1cccc(C(=O)Nc2nnc(SCC)s2)c1	-6%	4%	?	12%	-16%	-7%	-5%	1%
CC(=O)Nc1ccc(NC(=O)c2c(C)nn(-c3ccccc3)c2Cl)cc1C	-2%	8%	-4%	-1.1%	.	-2%	0%	2%
COc1ccc(CCNC(=O)CSc2nc(C)nc3c2oc2ccccc23)cc1OC	i	4%	2%	1.0%	-17%	12%[46.1 µM]	-1%	?
CC(=O)C(Sc1ccc2nnc(-c3ccncc3)n2n1)C(C)=O	6%	-3%	?	1.0%	?	1%[46.1 µM]	0%	7%
COc1ccccc1NC(=O)c1ccc(C(=O)c2ccccc2)o1	i	1%	-7%	-0.2%	-2%	-22%	3%	8%
Cc1ccc(OCC(=O)N2CCN(c3ccc([N+](=O)[O-])c(N4CCOCC4)c3)CC2)cc1	-13%	3%	6%	-1.2%	4%	?	1%	18%[38.3 µM]
CC(C)(CCC(C)(C)c1ccccc1)c1ccccc1	.	2%[14.2 µM]	.	.	-12%[9.22 µM]	.	-5%[7.66 µM]	13%
O=S(=O)(c1ccc(-c2csc(-c3cccnc3)n2)cc1)N1CCOCC1	-1%	9%	-29%	-2.9%	-31%[inhibitor]	-7%	-1%	2%
CCN1CCN(CC(=O)Nc2ccc(C)cc2C)C(=O)C1=O	-6%	-7%	-6%	1.9%	-15%	10%[46.1 µM]	-3%	-8%[38.3 µM]
CNC(=O)CSCc1cnn(-c2ccccc2)c1-n1cccc1	i	5%	7%	-3.3%	-8%	-9%[46.1 µM]	-1%	-8%[38.3 µM]
OC[C@H]1O[C@@H](n2cnc3c(NCCc4ccccc4)ncnc32)[C@H](O)[C@H]1O	2%	6%	-12%	-0.2%	-9%	-5%[46.1 µM]	-3%	4%
CCOC(=O)c1nn(-c2ccc(Br)cc2)cc1C(=O)c1cccc2ccccc12	-8%	7%	-14%	-1.1%	?	-15%[46.1 µM]	4%	5%[38.3 µM]
O=C(CCS(=O)(=O)Cc1ccccc1)NCC1CCCO1 (stereo not given)	-3%	11%	6%	0.0%	14%	-15%[46.1 µM]	-3%	22%[38.3 µM]
CN(C)/C=N/NC(=O)c1ccc(Cl)cc1	i	2%	5%	-1.8%	14%	18%	-3%	-6%
Cc1oc2nc(SCC(=O)NCCCO)nc(N)c2c1C	i	4%	1%	-1.0%	-2%	28%[46.1 µM]	9%	0%[38.3 µM]
O=S(=O)(Cc1cc(NCc2ccccc2)nc(-c2ccccn2)n1)c1ccccc1	i	3%	-12%	1.3%	-31%[inhibitor]	-16%	1%	11%
COc1cccc(-n2ccnc2SCC(=O)NCc2ccccc2)c1	5%	.	3%	1.0%	.	-7%[46.1 µM]	.	.
CC(C)(C)NC(=O)NC(=O)COC(=O)CCC1CCCC1	9%	-5%	-13%	10%	.	4%	.	.
Cc1ccc(-c2nnn(CC(=O)N3CCCCC3)n2)o1	-10%	0%	-4%	-1.1%	-2%	13%	1%	5%
CCCCCCc1c(O)c2ccccc2[nH]c1=O	-2%	1%	?	4.3%	-6%	-6%[46.1 µM]	2%	14%[38.3 µM]
O=C(NNc1ncc(C(F)(F)F)cc1Cl)c1ccc(Cl)c(Cl)c1	14%	2%	6%	1.3%	.	-12%	.	.
CCOC(=O)c1cc2cc([N+](=O)[O-])ccc2oc1=O	1%	4%	2%	3.4%	.	-12%	.	.

An excerpt, so the mix of outcomes need not match the whole.
